From PubChem
LANA DNA inh: inhibitors of KSHV C-LANA binding to DNA, primary screen, biochemical, fluorescence polarization, FAM-LBS DNA, MBP-C-LANA, single point; Kaposi's sarcoma herpesvirus LANA C-terminal domain (residues 932-1162) DNA binding; inhibition, % at 9 µM; 340,000 compounds, 0.078% hits;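 active = highest replicate inhibition at or above 60% at 9 µM, even if other replicates fall short; inactive = all replicates below 60% inhibition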;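 also: 0% = neutral control wells and 100% = 4 µM acridine orange control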
cardiac RTF act: cardiac RTF calcium sensitivity activators, primary screen, biochemical, IANBD-TnC fluorescence, EC20 calcium | IANBD-labeled TnC RTF fluorescence at EC20 calcium; 0% EC20 calcium, 100% full calcium | activation, % at 7.2 µM | 340,000 compounds, 0.24% hits;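 active = activation above the mean over all tested compounds plus 3 SD, cut at about 30% in these data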;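 also: rise in fluorescence read as greater calcium sensitivity of cardiac thin filaments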
NSD2 HMT inh: NSD2 histone methyltransferase inhibitors, primary screen, biochemical, AlphaScreen, single concentration, set 2; Histone-lysine N-methyltransferase NSD2 (Homo sapiens), O96028; NSD2 peptide methylation, 120 min; inhibition, % at 12.5 µM; 310,000 compounds, 0.54% hits; AID 743445, 2014; in the data active = inhibition above about 50%
Keap1-Nrf2 PPI: Keap1-Nrf2 protein-protein interaction inhibitors, primary screen, biochemical, fluorescence polarization, single point; Kelch-like ECH-associated protein 1 (Homo sapiens), Q14145; Keap1 Kelch-Nrf2 peptide fluorescence polarization, 1536-well; inhibition, % at 9.4 µM; 340,000 compounds, 0.15% hits; in the data active = inhibition above about 12%; inconclusive = no clear call, values can overlap the other calls; inactive = below about 7.3%;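 also: human Keap1 Kelch domain with fluorescein labeled Nrf2 9mer peptide probe; 0% = neutral control wells and 100% = peptide positive control; higher means more block of Keap1 binding to Nrf2 peptide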
PvdQ inh: P. aeruginosa PvdQ acylase inhibitors, primary screen, biochemical, fluorescence, plate reader and imaging, single point | purified PvdQ acylase | inhibition, % at 10 µM | 340,000 compounds, 0.063% hits; in the data active = inhibition above about 30%, passing the limit was not always enough; inconclusive = no clear call, values can overlap the other calls;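 also: 0% = vehicle neutral wells and 100% = reference inhibitor wells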
PfHsp90 set2: growth inhibition of PfHsp90-expressing yeast, primary screen, antimalarial PfHsp90 inhibitor project, S. cerevisiae, BacTiter-Glo luminescence, single point, set 2. BacTiter-Glo ATP, 48 h; yeast lacking PDR1 and PDR3 efflux regulators. inhibition, % at 9.4 µM. 310,000 compounds, 0.32% hits;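 active = every replicate shows inhibition above about 80%, whatever the replicate mean, limit read from the data; inconclusive = mean inhibition reaches the set limit but some replicate falls short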;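 also: 0% = DMSO neutral controls and 100% = 20 µM radicicol positive controls; yeast relying on Plasmodium falciparum Hsp90 in place of its own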
SUMO Mot1 rescue: yeast Mot1-301 growth rescue at high temperature, primary screen, SUMOylation pathway inhibitor project, S. cerevisiae, ATP luminescence, 38.5C; growth rescue, % at 18.8 µM; S. cerevisiae Mot1-301 growth rescue; percent above DMSO median, 100 means doubled; 320,000 compounds, 1% hits;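 active = every valid replicate shows activation above 250% relative to neutral control wells; inactive = the rest, any valid replicate at or below 250%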;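 also: OY570 slx delta 5 strain wells were the positive control but not used for scaling; some compounds called inactive have numbers as strong as hits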
RTF Ca sens inh: cardiac RTF calcium sensitivity inhibitors, primary screen, biochemical, IANBD-TnC fluorescence, EC70 calcium; Troponin I, cardiac muscle (Homo sapiens) + Troponin T, cardiac muscle (Homo sapiens) + …; IANBD-labeled cardiac RTF, Ca2+ fluorescence; inhibition, % at 7.15 µM; 340,000 compounds, 0.12% hits;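 active = inhibition above the mean inhibition of all tested compounds plus 3 SD, cut at about 17% in these data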;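 also: assay run at fixed EC70 calcium of 1.6 mM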
Rtt109 Vps75: inhibitors of C. albicans Rtt109/Vps75 HAT, primary screen, biochemical, ThioGlo CoA-SH fluorescence, plate reader | Histone acetyltransferase RTT109 (Candida albicans (strain SC5314 / ATCC MYA-2876)), … | purified Rtt109/Vps75, 4 h | inhibition, % at 34.9 µM | 330,000 compounds, 0.16% hits;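 active = inhibition of at least 50% in every replicate; inconclusive = best replicate reaches 50% inhibition but some replicates fall short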
Target sequence (Q5AAJ8 whole entry, looked up): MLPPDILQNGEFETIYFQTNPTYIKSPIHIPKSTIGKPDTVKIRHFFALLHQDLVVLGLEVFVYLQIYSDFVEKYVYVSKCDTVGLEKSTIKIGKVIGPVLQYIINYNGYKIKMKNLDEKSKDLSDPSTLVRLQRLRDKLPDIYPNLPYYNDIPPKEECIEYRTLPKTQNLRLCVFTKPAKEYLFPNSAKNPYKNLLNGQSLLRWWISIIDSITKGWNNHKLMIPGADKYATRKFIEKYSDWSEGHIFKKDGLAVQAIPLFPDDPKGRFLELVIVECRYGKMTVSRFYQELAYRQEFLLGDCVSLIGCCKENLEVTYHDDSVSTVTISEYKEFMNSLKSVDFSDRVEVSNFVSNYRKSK
dFosB activator: activators of delta FosB homodimer, primary screen, biochemical, fluorescence polarization, TAMRA-CDK5 oligo, single point | Protein FosB (Mus musculus), P13346 | purified delta FosB; percent of positive-control signal above neutral wells | activation, % at 25 µM | 340,000 compounds, 0.99% hits | AID 493131, 2011;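 active = mean activation above about 17%, with every replicate also reaching it, limit read from the data, passing the limit was not always enough; inconclusive = only one of the two conditions met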;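 also: fluorescence polarization rise as delta FosB binds a TAMRA Cdk5 AP-1 oligo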
Target sequence (P13346 whole entry, looked up): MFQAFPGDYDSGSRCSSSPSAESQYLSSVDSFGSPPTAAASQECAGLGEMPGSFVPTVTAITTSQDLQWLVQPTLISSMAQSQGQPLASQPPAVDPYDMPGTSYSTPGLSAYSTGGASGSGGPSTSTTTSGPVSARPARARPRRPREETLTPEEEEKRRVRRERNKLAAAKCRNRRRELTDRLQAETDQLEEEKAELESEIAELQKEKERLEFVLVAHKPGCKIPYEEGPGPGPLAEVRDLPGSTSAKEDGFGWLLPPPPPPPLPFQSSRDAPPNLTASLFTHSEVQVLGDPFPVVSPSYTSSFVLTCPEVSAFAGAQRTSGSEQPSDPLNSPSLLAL
CDK5 inh: inhibitors of human CDK5/p35 kinase, primary screen, biochemical, single concentration; 330,000 compounds, 0.01% hits; inhibition, % at 10 µM; Cyclin-dependent kinase 5 (Homo sapiens) + Cyclin-dependent kinase 5 activator 1 (Homo …; Recombinant CDK5/p35, ADP-Glo luminescence, 60 min;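 active = highest replicate inhibition of at least 50% and at least 75% of replicates reaching 50%; inconclusive = only one of the two criteria met; inactive = both criteria failed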;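 also: plate controls were DMSO neutral control for no effect and GW8510 at 10 µM for full effect; many of its hits are not listed in these tables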
* hit, by the source's call; ? = inconclusive; . = no result given.

SMILES,PfHsp90 set2,PvdQ inh,Rtt109 Vps75,SUMO Mot1 rescue,Keap1-Nrf2 PPI,LANA DNA inh,RTF Ca sens inh,dFosB activator,NSD2 HMT inh,CDK5 inh,cardiac RTF act
O=c1oc2ccccc2c2c1C(c1ccc(Cl)cc1)Nc1ccc3ccccc3c1-2 (configuration not stated),-11,-15,-5,-22,-4,0.1,-3,-19,14,-0.2,5
O=C(COC(=O)c1ccco1)Nc1ccc([N+](=O)[O-])cc1Cl,-11,-12,1,25,-5,1.5,-4,4,-2,1.4,0
Cc1ccccc1/C=N/Nc1ncnc2nc[nH]c12,65,-1,9,-12,1,-0.8,-17,6,-4,22,-5
CC(=O)SC(C)CC(=O)Nc1ccccc1 (configuration not stated),-19,-10,-2,-9,-5,-2.6,-2,-3,0,1.5,5
O=C(CN1CCN(C(c2ccccc2)c2ccccc2)CC1)NC(=O)NCc1ccco1,-53,-3,-5,144,0,-1.3,11,-7,8,0.5,-2
O=C(CSc1nc(C(F)(F)F)cc(=O)[nH]1)N1CCC(Cc2ccccc2)CC1,-3,-19,-7,41,-8,0.3,2,-2,4,1.4,-1
Cc1c(CNC2CCC(C)CC2)c(C(=O)O)c(C)n1Cc1ccccc1 (configuration not stated),21,4,-5,-22,0,0.6,-10,9,0,-0.3,-1
CCN(CC1CCCO1)C(=O)CCc1nnc(Cc2ccc3c(c2)OCO3)o1 (configuration not stated),-14,1,3,-1,0,-0.6,-1,-4,1,-0.8,5
CC(=O)CSc1nc(N(C)C)nc(N(C)C)n1,18,-5,2,-5,1,-0.6,-11,-6,-3,-2.6,1
Cc1cc(C(=O)NN=C2CC(=O)CC(C)(C)C2)c(C)o1,-19,-15,-15,.,-6,-0.9,-2,1,0,-1.3,-2
COc1cc(NS(=O)(=O)c2ccc(Nc3nc(-c4cccc([N+](=O)[O-])c4)cs3)cc2)nc(OC)n1,-13,-4,?,13,6,0.6,-5,-7,6,.,-5
COc1ccc(-n2cnnc2SCC(=O)Nc2nc(C)c(Cl)cc2Cl)cc1,-16,-5,4,253,-7,1.4,-7,-8,-4,0.2,5
CC(=O)Nc1cccc(Cl)c1C(=O)O,-1,-13,-4,-12,3,-0.7,-5,5,0,1.0,1
COc1ccc(-c2nnc(SCC(=O)N3CCN(c4ccccc4)CC3)o2)cc1OC,-8,0,4,-18,-3,1.8,0,4,.,0.9,3
CCOC(=O)C1CCN(C(=O)C2CCN(S(=O)(=O)CC)CC2)CC1,-14,-11,2,173,-5,-0.8,5,-2,2,0.9,0
Cc1ccccc1CNC(=O)Cc1cccs1,30,-11,.,-16,4,-0.8,-14,3,-4,0.0,-1
CCN(CC)C(=O)CSc1nc(-c2cccs2)cc(-c2cccs2)c1C#N,-8,-6,-6,-1,3,1.5,1,-4,-5,2.0,3
O=C(Nc1ccc2nc(-c3cccs3)c(-c3cccs3)nc2c1)NC1CC1,22,-5,-4,-8,-6,1.5,3,-13,-1,-1.7,3
CCOc1ccc(C2c3[nH]c4ccccc4c3CCN2CCCn2cccn2)cc1 (configuration not stated),-24,-10,-7,17,3,0.0,.,-10,-3,0.7,.
COc1ccc(CN2CCNC(=O)C2CC(=O)O)c(OC)c1 (configuration not stated),7,7,-6,3,-1,-0.5,-6,-9,.,3.1,-6
COc1ccc(/C=N/Nc2cc(C)nc(N3CCOCC3)n2)cc1,-8,3,-12,0,3,5.0,-6,2,0,0.7,-9
Cc1nc2ccc(S(=O)(=O)Nc3cc(-c4nc5cccnc5s4)ccc3C)cc2s1,67,-6,1,-7,-7,-0.8,-4,-16,.,0.0,0
CC(C)CN(C(=O)COC(=O)c1ccccc1Sc1ccccc1C#N)C1CCS(=O)(=O)C1 (configuration not stated),2,3,12,7,1,1.6,-12,-10,.,0.4,13
CCOc1cc(CN2CCN(c3cccc(C(F)(F)F)c3)CC2)ccc1OC,1,-12,3,12,-8,-0.8,4,-6,2,-0.7,-4
CN1CCCCc2c1nc1ccccc1c2N (tested in a mixture with another compound),0,1,-19,10,-6,-0.2,-5,0,83*,-4.3,0
NC(=O)c1ncc(C(F)(F)F)cc1Oc1ccc(C(F)(F)F)cc1,.,-4,-5,-6,0,1.8,1,-6,-2,-0.2,0
Cc1nn(C)cc1/C=N/NC(=O)c1ccc2c(c1)OCO2,-10,3,-1,-4,5,1.2,0,-1,0,-0.2,-1
Cc1nn(C)cc1/C=N/O,-15,-17,3,8,-1,1.4,0,-10,-2,1.7,1
CCCCC(=O)Nc1ccccc1N1CCN(c2ccccc2)CC1,-5,-6,0,0,2,-2.1,-3,5,22,-0.4,3
CCOc1ccc(S(=O)(=O)NCc2ccc(Cl)cc2)c2cccnc12,-1,-10,-4,119,-4,-1.9,-22,-15,-1,0.7,-2

SMILES,PfHsp90 set2,PvdQ inh,Rtt109 Vps75,SUMO Mot1 rescue,Keap1-Nrf2 PPI,LANA DNA inh,RTF Ca sens inh,dFosB activator,NSD2 HMT inh,CDK5 inh,cardiac RTF act
O=C(OCc1ccccc1Cl)c1cc([N+](=O)[O-])ccc1N1CCOCC1,3,-13,2,234,-2,-0.4,0,-2,2,0.0,1
COc1ccc(OC)c(S(=O)(=O)NC(C)CCc2ccccc2)c1 (configuration not stated),-17,-12,-4,8,1,-3.3,-6,-2,-1,-0.1,1
O=C(COC(=O)CC12CC3CC(CC(C3)C1)C2)Nc1cccnc1Cl,2,-14,-2,2,-4,-0.2,-8,-11,-2,-0.3,3
CCCNC(=O)c1nc2ncc(Br)cn2n1,28,-9,5,-7,0,0.1,-2,-5,1,-8.5,-3
Clc1ccc(C2=C3CCCCn4c(-c5ccccc5)c[n+](c43)C2)cc1,9,11,19,12,-2,1.1,1,-4,2,5.4,-3
CCOP(=O)(OCC)c1nc(-c2cccc([N+](=O)[O-])c2)oc1N1CCCCC1,5,-4,5,0,3,0.2,6,-2,2,-0.3,-4
CN1CCN(c2ccccc2/C=N/NC(=O)c2cccnc2)CC1,4,-6,1,-11,1,1.1,-3,1,4,0.4,-1
COc1ccc(NC(=S)Nc2ccc(S(N)(=O)=O)cc2)c(OC)c1,-11,7,-1,-10,0,-1.3,-10,-5,-1,-0.2,2
O=C(Nc1ccc(S(=O)(=O)Nc2ncccn2)cc1)c1ccccc1,4,-4,-4,5,-5,0.3,3,3,-2,-1.6,3
Cc1ccc(C(=O)NC2CCN(CC(=O)NCc3cccs3)CC2)cc1,.,-20,-1,.,-8,1.4,2,-5,-3,-3.1,2
O=C(O)c1ccccc1OCCOc1ccccc1C(=O)O,-7,-10,3,-12,5,-1.2,-5,0,9,0.9,4
CC[C@]12c3[nH]c4ccccc4c3CCN1C(=O)C(CC(=O)NCCN1CCOCC1)C[C@@H]2C(=O)N1CCN(C(=O)C2CC2)CC1 (some centres not stated),14,2,1,1,0,-2.0,-2,1,.,-0.1,-4
Cn1c(=O)c2c(nc(N3CCNCC3)n2Cc2cccc3ccccc23)n(C)c1=O,19,-11,5,199,-5,-1.1,-10,-2,.,-1.5,1
COc1ccc(-c2noc(-c3ccc(C)cc3)n2)cc1,-3,-8,-6,-5,1,-1.1,0,-9,-2,-1.2,-1
COc1ccc(NC(=O)CCN2CCN(S(=O)(=O)c3cc(Cl)ccc3OC)CC2)cc1,4,-12,0,116,0,-0.1,0,-7,-1,1.7,4
O=C(O)CCN1Cc2ccccc2C1=O,.,15,2,29,-3,5.5,2,-7,-7,0.1,3
COC(=O)Cc1cc(OC)c(OC)cc1S(=O)(=O)N(C)C,24,-13,2,2,3,-0.6,-5,1,1,-0.7,-1
Cc1ccc(NC(=O)CN(C)C(=O)c2ccc(Sc3nncn3C)c([N+](=O)[O-])c2)cc1,8,-5,3,0,-1,-1.4,-1,0,-1,-0.3,-2
O=C(c1ccc(N2C(=O)CCC2=O)cc1)N1CCN(c2ccccc2)CC1,13,9,0,.,-5,0.7,2,3,-1,1.6,1
CSc1ncc(C(=O)Nc2cccc(Cl)c2C)c(C)n1,-7,-16,-3,4,-7,0.4,-4,2,-3,1.2,-4
Cc1ccc(CN2CCC(Oc3cccc(C(=O)NCc4cccnc4)c3)CC2)o1,14,-11,10,21,-2,-0.8,-20,-17,1,1.0,4
O=C(C1CCN(S(=O)(=O)c2ccc(Cl)cc2)CC1)N1CCOCC1,-5,6,-9,-7,-2,-1.6,-1,-1,-2,1.0,-2
COc1ccc(/C(C)=N/N2CCOCC2)c(O)c1,-14,-12,-1,24,-5,-0.1,-10,4,.,-2.0,10
CNC(=O)NC(=O)C(C)OC(=O)CCCc1nc2ccccc2s1 (configuration not stated),-2,6,1,-4,5,1.1,10,-4,-2,-1.7,-2
COc1cc(NC(=O)CNC(c2ccccc2)c2ccccc2)cc(OC)c1OC,-7,-4,1,16,-4,-1.7,6,-17,-1,0.5,-10
C/C(Cc1ccccc1)=N\NC(=O)CNC(=O)c1ccc(F)cc1,4,4,10,0,5,0.0,-2,3,-4,0.7,-5
O=C(NCc1ccc(Cl)cc1)c1ccccc1CCc1ccccc1,-23,8,52*,8,-7,-0.1,6,-4,-1,0.9,-4
COc1ccccc1CN(Cc1nc2ccccc2c(=O)[nH]1)C(=O)Nc1cccc(C)c1,1,9,.,-16,1,0.7,-1,-11,.,1.4,-15
C=CCn1c(-c2ccc3ncccc3c2)n[nH]c1=S,-3,10,4,-2,-4,-0.6,-9,0,-1,-1.6,-3
